inhibitors of VEEV = inhibitors of VEEV TC-83 cytopathic effect, confirmation, Vero cells (AID 588727); Vero cells, VEEV TC-83 cytopathic effect inhibition; higher % means a stronger effect; inhibition, % at 20 µM; hits with a dose series show IC50 in µM; actives 0.13% (n = 350,000); in the data active = a potency from the dose series; inconclusive = inhibition mostly from about 14% at the one dose, without a potency; inactive = the rest, 99 in 100 with inhibition below about 12%; note: strong numbers were not always called active
PhoP GFP inhibition = Inhibition of PhoP regulon, Salmonella typhi GFP reporter cells, confirmation, 4 h (AID 1850); Salmonella Typhi PhoP-promoter GFP reporter, fluorescence, 4 h; higher % means a stronger effect; one-dose inhibition, % at 50 µM; IC50 in µM for titrated hits; actives 0.33% (n = 310,000); in the data active = a potency from the dose series; inconclusive = inhibition mostly from about 25% at the one dose, without a potency; inactive = the rest, 99 in 100 with inhibition below about 19%;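 note: 0% = induced wells with vehicle and 100% = uninduced wells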
H37Rv inhibition = M. tuberculosis growth inhibition, HTS (AID 449762) | M. tuberculosis H37Rv growth inhibition, 7H9 media; higher % means a stronger effect | inhibition, % at 25 µM; hits with a dose series show IC50 in µM | actives 0.59% (n = 330,000); in the data active = a potency from the dose series; inconclusive = inhibition above about 70% without an active follow-up result;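 note: bacterial growth assessed after seven days of incubation; strong numbers were not always called active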
H1N1 NS1A inhibition = NS1A inhibition, H1N1 influenza, cell based functional assay (AID 504329); NS1A functional cell-based assay, percent inhibition; higher % means a stronger effect; actives 0.3% (n = 340,000); one-dose inhibition, % at 12.5 µM; IC50 in µM for titrated hits; in the data active = a potency from the dose series; inconclusive = inhibition above about 27% without an active follow-up result; note: strong numbers were not always called active
tuberculosis growth = growth inhibition of non-replicating M. tuberculosis (AID 488890) | Mycobacterium tuberculosis non-replicating, growth inhibition; higher % means a stronger effect | actives 0.39% (n = 320,000) | one-dose inhibition, % at 25 µM; IC50 in µM for titrated hits; in the data active = a potency from the dose series; inconclusive = inhibition mostly from about 82% at the one dose, without a potency; inactive = the rest, 99 in 100 with inhibition below about 76%;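 note: plate controls were DMSO cells for no effect and high antibiotic wells for full effect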
inhibitors of VEEV 10K pilot screen = second read-out of inhibitors of VEEV, no call of its own (marks repeat the call); inhibition, %; measured here: 10K pilot screen inhibition
An asterisk follows results filed as active; i = inactive; ? = inconclusive; nt = not tested or not shown. No enrichment for hits; about 1.5% have a hit in one of these screens.

SMILES	inhibitors of VEEV	PhoP GFP inhibition	H37Rv inhibition	H1N1 NS1A inhibition	tuberculosis growth	others
COC(=O)c1ccccc1NC(=O)C1CC(=O)N(c2ccc(C)c(C)c2)C1 (centres undefined)	7.8%	-4%	8%	8%	1%
Cn1c(SCC(=O)C(C)(C)C)nnc1-c1ccncc1	1.4%	-6%	-4%	2%	13%
CCn1ncc(C(=O)Nc2ccc([N+](=O)[O-])cc2OC)c1C	i	-4%	-8%	-16%	3%
Cc1cccc(C)c1NC(=O)c1ccc([N+](=O)[O-])s1	i	-6%	10%	10%	nt
COc1cccc(CN2CCN(Cc3cccc(Oc4ccccc4)c3)CC2)c1OC	0.6%	-8%	3%	5%	23%
c1ccc(OCCN2CCN(Cc3nc(-c4ccc5c(c4)OCO5)no3)CC2)cc1	i	-7%	-4%	4%	54%
COC(=O)c1sc(NC(C)=O)c(C(=O)OC)c1C	2.6%	9%	-7%	-9%	7%	inhibitors of VEEV 10K pilot screen=0.3
COc1ccc(OC)c2c1sc(=NC(=O)C(C)(C)C)n2C	i	-1%	-2%	-7%	-7%
Cc1cc(C(=O)NNC(=O)c2cccs2)c(C)o1	0.1%	nt	-12%	-5%	nt
O=C(NNC(=S)Nc1cccc(Cl)c1)c1ccccc1	1.6%	-12%	-6%	2%	30%
COc1ccc(-n2nc(C(=O)NCC(=O)NCc3ccc(F)cc3)c3ccccc3c2=O)cc1OC	0.4%	9%	4%	-1%	-1%
COCCNc1nnc(Cc2ccc(Cl)cc2)c(=O)[nH]1	0.1%	7%	2%	2%	-8%
CCOc1ccccc1CN1CCCC(C(=O)Nc2cccc(-n3cccn3)c2)C1 (centres undefined)	i	-32%	57%	13%	45%
O=Cc1ccccc1Oc1nc(N2CCOCC2)nc(N2CCOCC2)n1	0.2%	-6%	-3%	-2%	45%
CC1=C(C(=O)N2CCOCC2)C(c2c(F)cccc2F)NC(=O)N1 (centres undefined)	0.6%	-8%	-5%	-5%	-5%
COc1cccc(C(=O)NCC2CCCN2S(=O)(=O)c2ccccc2)c1 (centres undefined)	2.6%	-3%	-6%	-1%	20%
[O-]C1=N/[N+](=C/c2ccccc2)CC1	0.5%	-2%	0%	13%	4%
CCC(=O)c1ccc(OCC(O)CNC2CCCC2)cc1 (centres undefined)	i	-2%	-4%	-20%	0%
COc1ccc(OC)c(/C=N\NC(=O)c2c(C)nc3cc(C)ccn23)c1	1.6%	4%	8%	-3%	-39%
COC(=O)c1ccc(NC(=O)CNC(=O)C2CCCCC2)cc1	i	-2%	5%	-5%	8%

Next part (5 carried over from the part before).
SMILES	inhibitors of VEEV	PhoP GFP inhibition	H37Rv inhibition	H1N1 NS1A inhibition	tuberculosis growth	others
COc1cccc(C(=O)NCC2CCCN2S(=O)(=O)c2ccccc2)c1 (centres undefined)	2.6%	-3%	-6%	-1%	20%
[O-]C1=N/[N+](=C/c2ccccc2)CC1	0.5%	-2%	0%	13%	4%
CCC(=O)c1ccc(OCC(O)CNC2CCCC2)cc1 (centres undefined)	i	-2%	-4%	-20%	0%
COc1ccc(OC)c(/C=N\NC(=O)c2c(C)nc3cc(C)ccn23)c1	1.6%	4%	8%	-3%	-39%
COC(=O)c1ccc(NC(=O)CNC(=O)C2CCCCC2)cc1	i	-2%	5%	-5%	8%
COc1ccc(OC)c(NC(=O)CSc2nnc(CNC(=O)COc3ccc(Cl)cc3)o2)c1	i	3%	5%	4%	12%
CCc1ccc(N(CC(=O)NC2CCCCC2)S(=O)(=O)c2c(C)noc2C)cc1	0.0%	-8%	0%	-3%	nt
CS(=O)(=O)N(CC(=O)N1CCOCC1)c1ccc2c3c(cccc13)CC2	i	-10%	3%	3%	-3%
Cc1ccc(S(=O)(=O)N(C)C)cc1NC(=O)C(C)N(C)Cc1sccc1C (centres undefined)	0.9%	4%	0%	6%	17%
CCc1nnc(NC(=O)c2cccc(S(=O)(=O)N3CCCCC3)c2)s1	3.0%	-6%	-13%	-13%	4%
CC1CCc2nc(N)c(C#N)c(-c3cccnc3)c2C1 (centres undefined)	7.9%	3%	-8%	7%	nt
CN(NC(=O)c1c(Cl)cccc1Cl)c1cccc(Cl)n1	i	3%	50%	-5%	5%
COc1cc(CCC(=O)OCC(=O)N2CC(=O)Nc3ccccc32)cc(OC)c1OC	0.7%	nt	2%	-5%	-4%
CCc1cc2ccc(C)c(C)c2nc1SCC(=O)Nc1cc(C)on1	i	-19%	5%	1%	-15%
O=C(Nc1cc(Sc2nc3ccccc3s2)cc([N+](=O)[O-])c1)c1cccc(F)c1F	1.0%	-14%	-3%	-1%	-19%
CC(C)=CCC/C(C)=C/CNC(=O)C[C@H]1C[C@H](C(=O)N2CCOCC2)[C@@]2(C)c3[nH]c4cc(CCC(=O)N(C)C)ccc4c3CCN2C1=O	i	nt	nt	9%	nt
CC[C@@H]1[C@H]2CCCC(=O)N3CC[C@@H](C[C@@H]1Nc1ccccc1)[C@@H]23	0.7%	9%	-4%	-16%	17%
OC1CCC(NC(=S)Nc2ccc(SC(F)F)cc2)CC1 (centres undefined)	1.2%	4%	3%	0%	?
COc1ccccc1NC(=O)c1ccc(-n2cccn2)c([N+](=O)[O-])c1	9.6%	5%	14%	-1%	7%
O=C(NC1CCN(Cc2ccccc2)CC1)c1ccccc1OCc1ccccc1	3.0%	-5%	6%	-7%	31%
CCOP(=O)(OCC)C(NC(=O)c1ccc(OC)cc1)c1ccccc1 (centres undefined)	i	0%	2%	-7%	-12%
COc1ccc(-n2c(=O)c3c4c(sc3n(CC(=O)Nc3cc(C)[nH]n3)c2=O)CCCC4)c(OC)c1	i	3%	19%	9%	30%
COc1ccc(CCNC(=O)C2CC(=O)N(CCc3ccccc3)C2)cc1OC (centres undefined)	0.3%	18%	0%	-10%	0%
CCCn1ncc(CN2CCN(CCc3ccccc3)C(CCO)C2)c1C (centres undefined)	0.6%	-4%	-13%	-9%	6%
CC(C)(C)C(O)C(Cc1ccccc1Cl)n1cncn1 (centres undefined)	i	-12%	-2%	-18%	-12%
CCCN1CCN(CCCNC(=O)c2ccc3c(=O)n(CCc4ccccc4)c(=O)[nH]c3c2)CC1	2.2%	6%	0%	-2%	22%
COC(=O)c1c(NC(=O)Cc2ccccc2)sc2c1CC(C)(C)NC2(C)C	2.2%	-11%	-7%	2%	38%
COc1ccc2c(c1)c(C(C)=O)c(C)n2CCc1ccccc1	2.4%	2%	-8%	-8%	45%
O=C(CCCc1nc2ccccc2s1)N1CCN(c2ccccc2F)CC1	i	-9%	5%	3%	60%
CCCNS(=O)(=O)c1ccc(OCC(=O)NCc2ccco2)cc1	i	8%	9%	-2%	2%
COc1ccccc1NS(=O)(=O)c1ccc(C(=O)N2CCN(c3ccccn3)CC2)cc1	12%	nt	-5%	0%	18%
O=C(NCCCCNC(=O)c1cccnc1)c1cccnc1	2.9%	-9%	-3%	7%	-1%
Cc1ccc(S(=O)(=O)/N=C(/Nc2nc(C)cc(C)n2)N2CCOCC2)cc1	i	9%	2%	1%	3%
COc1ccc(OC)c(S(=O)(=O)N2CCC(C(=O)N3CCN(c4ccc(F)cc4)CC3)CC2)c1	6.3%	-3%	3%	-4%	13%
COc1ccc(N2CC(C(=O)NCCc3ccc(OC)c(OC)c3)CC2=O)cc1 (centres undefined)	3.5%	-3%	-4%	3%	-16%
O=C(CSc1nc(-c2ccccc2)cc(=O)[nH]1)NCc1ccc2c(c1)OCO2	1.2%	-3%	0%	0%	4%
COc1ccc(C2NC(=O)NC(C)=C2C(=O)OCC2CCCCC2)cc1OC (centres undefined)	1.4%	-22%	3%	-5%	0%
CCCc1nc(NCc2ccco2)c(C#N)c2c1COC(C)(C)C2	2.5%	-1%	6%	-16%	-10%
CC1=CC(c2ccc(Cl)cc2)n2nc(NC(=O)CCCC(=O)O)nc2N1 (centres undefined)	i	7%	-8%	6%	-13%
Cc1cccc(NC(=O)CSc2nc3c(c(=O)[nH]2)CCCC3)c1C	1.2%	9%	1%	7%	28%
Cc1ccc(C(=O)N(CC(=O)NC2CCCC2)c2ccccc2Cl)s1	0.2%	7%	0%	-4%	-6%
Nc1cc(Cl)ccc1N1CCCCC1	0.3%	8%	1%	1%	-14%
O=c1oc2ccccc2cc1-c1csc(NN=C2CCCCC2)n1	8.8%	-5%	-10%	0%	9%
CC[C@@]1(C(=O)OC)N[C@H](CN(C)C(=O)Nc2ccccc2)[C@@H]2C(=O)N(Cc3ccccc3)C(=O)[C@@H]21	0.1%	nt	0%	-10%	13%
COc1ccccc1OCCNC(=O)C1CCN(C(C)=O)CC1	0.9%	-4%	3%	10%	-2%
S=C(NCC1CCCCC1)Nc1cccnc1	i	3%	-2%	3%	?
CCOc1ccc(NC(=O)CN(C)C(=O)CN2C(=O)C3CCCCC3C2=O)cc1OCC (centres undefined)	0.6%	nt	1%	0%	-4%
COCCNC(=S)N1CCN(c2nc(-c3ccc(Cl)cc3)cs2)CC1	i	7%	64%	6%	13%
CCCN1C=CC(=C/C=C(\C#N)C(=O)OCC)C=C1	nt	-33%	-8%	nt	-15%
O=C(NCc1ccc2c(c1)OCO2)c1cc(-c2ccccc2)nn1CC1CC(c2cccnc2)=NO1 (centres undefined)	1.5%	-8%	2%	-2%	25%
CCOC(=O)N1CCN(C2=C(NS(=O)(=O)c3ccccc3)C(=O)c3ccccc3C2=O)CC1	10%	0%	3%	19%	36%
N#Cc1cc(-c2ccc(Cl)cc2)cn(Cc2c(Cl)cccc2Cl)c1=O	1.5%	-4%	3%	1%	7%
N#Cc1c(-c2ccccc2)c(-c2ccccc2)n(Cc2ccco2)c1NC(=O)c1cccs1	4.0%	0%	-6%	8%	21%
CN(C)c1oc(-c2ccccc2Cl)nc1P(=O)(c1ccccc1)c1ccccc1	1.4%	-1%	5%	13%	2%	inhibitors of VEEV 10K pilot screen=0.6
CC(C)[C@H](NC(=O)c1ccccc1F)C(=O)NC1CCCCCCC1	0.3%	nt	6%	6%	17%
Cc1nnc(SC(C(=O)Nc2ccc(Cl)c([N+](=O)[O-])c2)c2ccccc2)[nH]c1=O (centres undefined)	0.9%	11%	-12%	7%	-12%
O=C(Cc1cccc(NC(=O)C2CCN(C(=O)CCc3ccccc3)CC2)c1)Nc1cccc(C(=O)N2CCCCC2)c1	1.2%	nt	nt	1%	nt
O=C1C2C3C=CC([C@@H]2C(=O)N1Cc1cccnc1)C31CC1 (some centres undefined)	2.4%	16%	-9%	-2%	nt
CCOC(=O)c1ccc(N2C(=O)CC(N(Cc3ccc4c(c3)OCO4)C(=O)Nc3ccccc3)C2=O)cc1 (centres undefined)	3.0%	1%	-3%	1%	17%
COCCNC(=O)CN1C(=O)/C(=C/c2ccccc2)Oc2ccc(C(C)(C)C)cc21	0.6%	3%	3%	-12%	4%
O=C(COc1ccc(Cl)cc1)Nc1ccc(Cc2ccncc2)cc1	0.4%	-10%	?	1%	?
Cc1cc(C)c(C2C3=C(Nc4c2c(C)nn4-c2ccccn2)c2ccccc2C3=O)c(C)c1 (centres undefined)	12%	-6%	nt	15%	63%
CC(C)n1cc(C(=O)N(CC(=O)NC2CCCC2)Cc2ccccc2)cn1	i	-10%	-4%	-3%	8%
COc1cc(C2C3C(=O)N(c4ccccc4)C(=O)C3ON2c2ccccc2)ccc1O (centres undefined)	6.7%	-4%	-5%	3%	24%
COc1ccc(-c2sc3ccccc3c2C#CCCO)cc1	0.8%	3%	?	4%	58%	inhibitors of VEEV 10K pilot screen=4.7

Going on with the list.
SMILES	inhibitors of VEEV	PhoP GFP inhibition	H37Rv inhibition	H1N1 NS1A inhibition	tuberculosis growth	others
COc1cccc(OC)c1OCc1cc(C2C3CCCC=C3C(C#N)=C(N)C2(C#N)C#N)c(C)cc1C (centres undefined)	i	1%	3%	17%	32%
CCCC(=O)NCc1nc2ccccc2n1C	0.8%	-8%	-14%	1%	-1%
Clc1cccc(Cl)c1CSc1nnc(CN2CCOCC2)n1-c1ccccc1	7.4%	4%	-2%	-1%	23%
Cc1cc(CCNC=O)c(C)c2c1sc1ccccc12	5.7%	nt	nt	-21%	nt
CC1(C)CC(CC(=O)O)(c2ccc(F)cc2)CCO1 (centres undefined)	0.5%	-7%	-9%	2%	nt
CCOC(=O)c1c(N)sc(C(O)(C(F)(F)F)C(F)(F)F)c1-c1ccccc1	2.5%	-2%	1%	-8%	4%
Cc1cccc(NC(=S)N(CCN(C)C)Cc2cccs2)c1	i	8%	1%	5%	4%
Clc1ccc(OCCCCCN2CCOCC2)cc1	i	10%	5%	21%	62%

High-throughput results (PubChem BioAssay)
